Screening results deposited in PubChem by National Center for Advancing Translational Sciences (NCATS).
aSyn tox rescue: qHTS of alpha-syn Inhibitors: NCGC Sytravon Library Screen. AID 1347070, 2019. 94,000 tested, 0.02% active. S. cerevisiae alpha-synuclein toxicity rescue, BacTiter-Glo growth, 24 h. Potency, µM (series often up to 46.1 µM), inactives show at the highest dose growth rescue (activation), hits mostly activators; active means well fitted activation curve with a large enough effect; inconclusive means small, poorly fitted or top-dose-only effect; further: 0% is about no effect
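Growth restoration measured by BacTiter-Glo luminescence after 24 hr at 30 deg C; alpha-synuclein yeast, raffinose-pregrown to mid-log, were added at OD600=0.02 in galactose medium onto pinned compounds.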
An asterisk follows results filed as active; ? = inconclusive; [ ] = another dose, or the depositor's remark. Potency means the concentration at half of the fitted maximal effect. A portion of the library, so the mix of outcomes need not match the whole.

cpd	mol	aSyn tox rescue
1	COC(=O)c1ccccc1NC(=O)c1nc(S(=O)(=O)Cc2ccccc2F)ncc1Cl	-0.6%
2	O=C(NCCc1ccc(F)cc1)c1ccc(NS(=O)(=O)c2ccc3[nH]c(=O)[nH]c3c2)cc1	8.1%
3	CCCCN(CCCNC(=O)c1cc(Nc2ccccc2OC)nc2ccccc12)c1ccccc1	-1.8%
4	COc1ccc(Nc2nc3ccccc3c3nnc(C)n23)cc1Cl	8.0%
5	Cc1cccc(N2CCN(S(=O)(=O)c3ccc4c(c3)CC(=O)N4C)CC2)c1C	-0.4%
6	COc1ccccc1-c1nc(CNC(=O)Nc2ccccc2)c(C)o1	6.9%
7	O=C(CCNC(=O)c1ccco1)Nc1ccc(C(F)(F)F)cc1	4.3%
8	O=C(NCCc1ccc(Cl)cc1)C1CCN(Cc2cc3ccccc3n2Cc2ccccc2)CC1	-36.4%[inhibitor]
9	COc1ccc(-c2csc3ncnc(N4CCN(S(=O)(=O)c5cccs5)CC4)c23)cc1	6.0%
10	COc1cccc(Cn2nnc(C(=O)Nc3cc(C)ccc3C)c2N)c1	8.1%
11	N#Cc1ccc(NC(=S)NC(=O)CCc2ccc(S(=O)(=O)N3CCOCC3)cc2)cc1	5.6%
12	Cc1ccccc1NC(=O)C(Cc1ccccc1)n1cccc1 (stereo not given)	1.8%
13	Cc1occc1C(=O)NNC(=O)c1ccc(Br)o1	-4.1%
14	Cc1cc(C)n(-c2nc3ccccc3nc2Nc2ccc(Cl)cc2Cl)n1	-9.4%
15	CC(=O)c1ccc(N2C(=O)N(Cc3cccc(C(F)(F)F)c3)c3ccccc3S2(=O)=O)cc1	6.3%
16	O=C(CNC(=S)N(Cc1ccccc1)Cc1cccnc1)NC1CC1	5.8%
17	CCc1ccc(NC(=O)Cn2c(=O)n(-c3ccccc3C)c(=O)c3c2c2cc(OC)ccc2n3C)cc1	4.0%
18	CSc1oc(-c2ccco2)nc1S(=O)(=O)c1ccccc1	-1.2%
19	CC1(C)CC(=O)N(CC(=O)O)c2ccccc2S1(=O)=O	-7.2%
20	Cc1cc(C)c(NC(=O)CNC(=O)CSc2nnc(N)s2)c(C)c1	-10.5%
21	CCOC(=O)c1cnc2c(ccc3ccccc32)c1Nc1cccc(C(F)(F)F)c1	-3.9%
22	CC(C)OCc1cc(CN2CCN(c3cccc(C(F)(F)F)c3)CC2)c(O)c2ncccc12	?
23	CCOc1cc(NC(=S)NC)c(OCC)cc1NC(=O)c1ccc(OC)cc1	-5.8%
24	CN1C(=O)C(C)(C)c2cc(S(=O)(=O)N3CCN(c4ccccc4)CC3)ccc21	1.5%
25	COC(=O)c1ccccc1NC(=O)c1ccc(CN2CC(=O)N3CCCCC3C2=O)cc1 (stereo not given)	1.2%
26	Cc1cccc(NC(=O)CSc2cn(CC(=O)N3CCCC3)c3ccccc23)c1C	-2.8%
27	O=C(CCS(=O)(=O)c1ccc(Cl)cc1)Nc1nccs1	-9.8%
28	O=C1CC(N2CCC(c3nc4ccccc4[nH]3)CC2)C(=O)N1c1ccccc1F (stereo not given)	-36.6%[inhibitor]
29	CCCc1nnc(NC(=O)CS(=O)(=O)c2ccccc2)s1	-4.0%
30	CN1CCC(N(C)C(=O)/C(C#N)=C/c2ccc(OC(F)F)cc2)CC1	-6.9%
31	COc1ccc2c(CNCCc3cccs3)c(C(=O)O)n(Cc3ccccc3C)c2c1	-2.9%
32	Cc1coc2cc3oc(=O)c(CC(=O)NCc4ccc(F)cc4)c(C)c3cc12	8.7%
33	CCOC(=O)C1CCN(S(=O)(=O)c2cc3c(cc2C)NC(=O)CO3)CC1	0.4%
34	CCOc1ccc(NCc2cccn2-c2nnc(N3CCC(C(=O)NCc4ccc(C)cc4)CC3)s2)cc1	2.6%
35	Cc1c(C(=O)Nc2ccc(C(=O)O)cc2)nnn1-c1ccccc1	-5.3%
36	CCC(=O)N1CCc2cc(Br)cc(S(=O)(=O)CCC(=O)NCCc3ccc(C)cc3)c21	-8.8%
37	COc1cccc(CNC(=O)C(NS(=O)(=O)c2cccs2)C(C)C)c1 (stereo not given)	-11.1%
38	O=S(=O)(Nc1nc2ccccc2nc1Cl)c1ccc2c(c1)OCCO2	3.7%
39	COC(=O)c1ccc(NC(=O)CNc2ccccc2)cc1	-8.1%
40	CC1=NN(c2ccccc2)C(=O)/C1=C/c1cn(C)c2ccccc12	-2.2%
41	CCOc1ccc(-c2oc3cc(Cl)ccc3c(=O)c2O)cc1OC	-18.6%
42	Cc1ccc2nc(-c3ccc(NC(=O)C(C)Sc4nncs4)cc3)sc2c1 (stereo not given)	1.6%
43	CCOC(=O)c1ccc(N2C(=O)c3[nH]nc(-c4ccc(C)cc4)c3C2c2cccc(F)c2)cc1 (stereo not given)	6.3%
44	O=S(=O)(c1ccc(Cl)cc1)c1nc(-c2cccs2)oc1SCc1ccccc1F	4.3%
45	CC(=O)N1CCN(C(=O)c2ccc(S(=O)(=O)Nc3cccc(C(F)(F)F)c3)cc2)CC1	4.0%
46	CC(=O)c1ccc(NC(=O)CSc2ccc3nc(-c4ccccc4)cn3n2)cc1	2.2%
47	CC(=O)c1ccc(NC(c2ccc(F)cc2)c2nnc(-c3ccccc3)o2)cc1 (stereo not given)	-6.2%
48	CC1=C(O)C(=O)OC1c1c(Cl)cccc1Cl (stereo not given)	10.1%
49	Cc1ccc(OCC(=O)Nc2ccc3nc(SCC(=O)Nc4ccc(C)cc4C)sc3c2)cc1	3.7%
50	COc1cccc(N2CC(C(=O)Nc3c(C(N)=O)oc4ccccc34)CC2=O)c1 (stereo not given)	8.9%
51	COc1ccc(CNC(=O)c2nnn(CC(=O)Nc3cc(C)cc(C)c3)c2N)cc1	-2.6%
52	O=[N+]([O-])c1ccc(Sc2ccncn2)c([N+](=O)[O-])c1	-12.6%
53	Cc1cc2c(cc1NS(=O)(=O)c1ccc(NC(=O)CC(C)C)cc1)n(C)c(=O)c(=O)n2C	2.8%
54	O=C(NCCC1=CCCCC1)C1CCC(CNc2c(N3CCCCC3)c(=O)c2=O)CC1 (stereo not given)	6.7%
55	C[C@@H]1CN([C@@H](C)CO)C(=O)CCCn2cc(nn2)CO[C@H]1CN(C)S(=O)(=O)c1ccc(C#N)cc1	3.3%
56	CN(CC(=O)Nc1cccc(F)c1)C(=O)c1ccc2c(=O)n3c(nc2c1)CCC3	12.7%

Carrying on:
cpd	mol	aSyn tox rescue
57	Cc1ccc(S(=O)(=O)Nc2cccc(-c3cn4cccc(C)c4n3)c2)c(C)c1	-6.3%
58	CC(=O)N1CCc2c(sc3c2c(=O)n(Cc2ccccc2)c(=O)n3Cc2cc(C)ccc2C)C1	-7.9%
59	O=C(COc1ccccc1F)Nc1ccc2nc(SCC(=O)N3CCCC3)sc2c1	-22.7%
60	COc1ccc(N2CCN(Cc3cc(=O)oc4ccc(OC)cc34)CC2)cc1	-9.6%
61	Cc1cc(F)ccc1NC(=O)C(c1ccccc1)N1Cc2ccccc2C1=O (stereo not given)	-10.0%
62	CC(NC(=S)NCc1ccc(F)cc1)C12CC3CC(CC(C3)C1)C2 (stereo not given)	-16.1%
63	Cc1c(C)c(C)c(S(=O)(=O)n2[nH]c(=O)c(CCO)c2C)c(C)c1C	3.6%
64	CCOC(=O)N1CCN(Cc2nc3cc(NC(=O)c4ccc(OC)cc4)ccc3n2C(C)C)CC1	-6.0%
65	COc1cc(/C=C2/C(C)=C(C#N)c3nc(N)c(C#N)c(C)c32)ccc1OCC(=O)O	-2.6%
66	O=C(Nc1ccccc1[N+](=O)[O-])OCC=Cc1ccccc1	16.3%
67	CCc1ccc(CNC(=O)c2sc3ncnc(N(C)C4CCCCC4)c3c2C)cc1	3.6%
68	CCOc1ccccc1NC(c1nnc(-c2ccccc2)o1)c1ccc(F)cc1Cl (stereo not given)	1.7%
69	Cc1cccc(NC(=S)NCc2ccc3c(c2)cc(C)n3C)c1C	-3.7%
70	CCOC(=O)/C(C#N)=C1\C(=O)N(Cc2ccccc2)c2ccccc21	11.4%
71	CCc1ccc(C(=O)OCC(=O)N(CCOC)c2c(N)n(Cc3ccccc3)c(=O)[nH]c2=O)cc1	2.0%
72	N#Cc1ccc(N2CCc3ccccc3C2)c([N+](=O)[O-])c1	-1.2%
73	Cc1cc(C)c2oc(C(=O)Nc3ccc(S(=O)(=O)N4CCCCCC4)cc3)cc(=O)c2c1	5.7%
74	COc1cccc(Cn2c(=O)n(CCc3ccccc3)c(=O)c3c2c2cc(OC)ccc2n3C)c1	0.6%
75	O=C(O)c1ccc(-c2nnn(Cc3cccc(C(F)(F)F)c3)n2)cc1	8.4%
76	CCOc1ccc(CN2CCN(S(=O)(=O)c3ccc(Cl)cc3)CC2)cc1	1.4%
77	Cc1cc(C(=O)Nc2ccc(Cl)cc2)c2c(C)nn(-c3ccccc3)c2n1	-4.6%
78	Cc1cccc2c(=O)c(Br)c(C)n(Cc3ccccc3)c12	2.9%
79	Cc1ccc(NC(=O)CSc2nc(=O)n3cc(C)ccc3n2)c(C)c1	-0.8%
80	Cc1cc(C)c(S(=O)(=O)N2CCC(n3c(C(F)(F)F)nc4cccnc43)CC2)c(C)c1	7.3%

Of the compounds above, these contain a CF3 group.
cpd	mol	aSyn tox rescue
7	O=C(CCNC(=O)c1ccco1)Nc1ccc(C(F)(F)F)cc1	4.3%
15	CC(=O)c1ccc(N2C(=O)N(Cc3cccc(C(F)(F)F)c3)c3ccccc3S2(=O)=O)cc1	6.3%
21	CCOC(=O)c1cnc2c(ccc3ccccc32)c1Nc1cccc(C(F)(F)F)c1	-3.9%
22	CC(C)OCc1cc(CN2CCN(c3cccc(C(F)(F)F)c3)CC2)c(O)c2ncccc12	?
45	CC(=O)N1CCN(C(=O)c2ccc(S(=O)(=O)Nc3cccc(C(F)(F)F)c3)cc2)CC1	4.0%
75	O=C(O)c1ccc(-c2nnn(Cc3cccc(C(F)(F)F)c3)n2)cc1	8.4%
80	Cc1cc(C)c(S(=O)(=O)N2CCC(n3c(C(F)(F)F)nc4cccnc43)CC2)c(C)c1	7.3%

Continued:
cpd	mol	aSyn tox rescue
81	COc1ccc(C(=O)O)cc1S(=O)(=O)Nc1cc(C(F)(F)F)ccc1N1CCCCC1	9.6%
82	Cc1c(Cl)cccc1NC(=O)c1cc(S(=O)(=O)N2CCCCC2)cn1C	1.6%
83	CCCNC(=O)c1ccc2nc(CCc3ccccc3)oc2c1	4.9%
84	Cc1cccc(NC(=O)CSc2nc3ccc(NC(=O)CCc4ccccc4)cc3s2)c1	2.2%
85	CC(=O)Nc1c(C)nn(-c2ccccc2)c1N1CCC(C(=O)NCc2ccc(Cl)cc2)CC1	-4.7%
86	CC(CO)NS(=O)(=O)c1cccc(Cl)c1F (stereo not given)	2.2%
87	Cc1ccc(Cl)cc1N1CCN(C(=O)Cn2ncn3cccc3c2=O)CC1	-3.4%
88	Cc1ccc2c(CN3CCN(C(=O)c4ccc(F)cc4)CC3)cc(=O)oc2c1	9.7%
89	COc1ccc(NC(=O)Cn2c(SCc3ccc(C)cc3)nc3cccnc32)c(OC)c1	-4.8%
90	CCOc1ccc(C(=O)Nc2ccc3nc(N(CC)CC)cc(C)c3c2)cc1	-4.2%
91	COC(=O)c1ccc(Cn2nnc3sc4c(c3c2=O)CCCC4)cc1	1.5%
92	COc1ccc(S(=O)(=O)N(CC(=O)Nc2ccc(C)cc2)c2ccc(C)cc2)cc1OC	8.8%
93	Cc1cccc(C(=O)NCCc2nc3ccccc3n2Cc2ccc(Cl)cc2)c1	7.2%
94	COc1c2c(c(OC)c3ccccc13)[C@@]1(OC2)O[C@H](CCO)C[C@H](O)[C@H]1O	-2.3%
95	CCC(=O)N(CC(=O)Nc1sc(C)c(C)c1C(N)=O)C1CCCC1	-9.5%
96	CNC(=O)c1cnc2sc(N3CCC(C)CC3)nn2c1=O	-1.2%
97	Cc1cccc(CNC(=O)Cn2c(-c3cccs3)cc3ccccc32)c1	-14.6%
98	O=C(NCc1ccccc1F)C1CCN(c2nn3cc(-c4ccc(F)cc4)nc3s2)CC1	-3.5%
99	COC(=O)c1sccc1S(=O)(=O)N(CC(=O)NCc1ccc(C)cc1)c1ccc(Cl)cc1	3.4%
100	COc1ccc(Br)cc1/C=N/N1C(=O)CSC1=S	1.1%
101	Cc1ccc(CS(=O)(=O)Cc2ccc(C(=O)NCCc3ccc(Cl)cc3)o2)cc1	-11.2%
102	Cc1[nH]c(=O)[nH]c(=O)c1C1N2CC3(C(C)C)CN1CC(C(C)C)(C2)C3=O (stereo not given)	0.7%
103	CCC1CN(C(=O)N2CCC(C(=O)NCc3cccs3)CC2)c2ccccc2O1 (stereo not given)	-2.7%
104	CCCc1nc(SCC(=O)Nc2ccccc2)c2c(=O)n(C)c(=O)n(C)c2n1	0.3%
105	CCOC(=O)c1ccccc1NC(=O)CSc1cc(C)[nH]c(=O)n1	-10.4%
106	COc1ccccc1N(Cc1ccccc1)S(=O)(=O)c1cccc(C(=O)Nc2ccc(C(C)=O)cc2)c1	4.2%
107	COc1cc2c(cc1OC)CN(C(=O)CCOc1ccccc1)CC2	-2.4%
108	O=C(CN1CCCCC1)N/N=C/c1cc2ccccc2nc1Cl	4.9%
109	C[C@H]1CN([C@@H](C)CO)C(=O)CCCn2nncc2CO[C@@H]1CN(C)S(=O)(=O)c1cccc(C#N)c1	-1.3%
110	Cc1ccc(-n2nc(C(=O)Nc3ccc(Br)cc3C)c(=O)n(C)c2=O)cc1	-1.5%
111	CCOc1ccc(NC(=O)Cn2nc(SC)c(S(=O)(=O)c3ccccc3)c2N)cc1	1.9%
112	CC(C)(C)N1CC(C(=O)O)CC1=O (stereo not given)	-0.5%
